H69AR growth 86K – proliferation blockers of H69AR lung cancer cells, primary screen, cell-based, human, 86K library. AID 598, 2007. 85,000 tested, 6% active. viability, % at 10 µM. H69AR lung tumor viability, ATP luminescence, 72 h; active compounds read low;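 active = viability at or below 40%; inactive = viability above 40%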;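 also: multidrug resistant small cell line overexpressing MRP-1 efflux transporter; 100% = mean luminescence of untreated control wells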
MT1-MMP txn act – MT1-MMP promoter reporter activation – cell-based, luciferase luminescence, primary screen | HT1080 MT1-MMP promoter luciferase reporter, overnight; active compounds read high | activation factor at 10 µM | 86,000 tested, 0.16% active | AID 750, 2007;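 active = activation factor of at least 2 for MT1-MMP transcription at 10 µM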
ERb coact inh – inhibitors of ERβ-SRC1 coactivator interaction, primary screen, biochemical, TR-FRET, ERβ LBD, SRC-1 peptide | TR-FRET ER-beta LBD / SRC1-Cy5 peptide binding; receptor agonist-loaded with 1 µM estradiol | inhibition, % at 25.6 µM | 86,000 tested, 1.3% active;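 active = compounds whose percent inhibition of the receptor-coactivator binding signal exceeds about 50% in the single-dose screen, limit read from the data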;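 also: 0% = receptor plus peptide wells without compound and 100% = peptide-only wells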
Fibroblast inh – antiproliferative effect on LL 47 fibroblasts – human, LL 47 cells, CellTiter-Glo luminescence, primary screen; LL 47 human lung fibroblast viability, ATP luminescence; active compounds read low; viability, % at 10 µM; 85,000 tested, 1.1% active; AID 719, 2007;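 active = viability at or below 50% in the single dose screen; inactive = viability above 50%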;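 also: compound exposure lasted 72 h before the ATP readout; 100% = median luminescence of untreated cell-only wells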
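Test system: LL 47 human lung fibroblasts / Quantity: 1,150 cells in each well / Medium: IMEM growth medium with 15% fetal bovine serum / Incubation: 72 h compound exposure at 37 °C after overnight plating / Detection: CellTiter-Glo luminescence measuring cellular ATP / Read-out: % viability versus median cells-only luminescence / Benchmarks: cell-only wells, no compound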
ERa coact inh – ERα–SRC-1 coactivator interaction inhibitors, primary screen, biochemical, TR-FRET, ERα LBD, estradiol-bound; inhibition, % at 25.6 µM; TR-FRET ER-alpha LBD / SRC-1 peptide; 86,000 tested, 1.7% active; Estrogen receptor (Homo sapiens), P03372; in the data active = inhibition above about 50%;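 also: 0% = receptor plus peptide control and 100% = peptide only without receptor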
Target sequence (P03372 whole entry, looked up, the tested form may be a part): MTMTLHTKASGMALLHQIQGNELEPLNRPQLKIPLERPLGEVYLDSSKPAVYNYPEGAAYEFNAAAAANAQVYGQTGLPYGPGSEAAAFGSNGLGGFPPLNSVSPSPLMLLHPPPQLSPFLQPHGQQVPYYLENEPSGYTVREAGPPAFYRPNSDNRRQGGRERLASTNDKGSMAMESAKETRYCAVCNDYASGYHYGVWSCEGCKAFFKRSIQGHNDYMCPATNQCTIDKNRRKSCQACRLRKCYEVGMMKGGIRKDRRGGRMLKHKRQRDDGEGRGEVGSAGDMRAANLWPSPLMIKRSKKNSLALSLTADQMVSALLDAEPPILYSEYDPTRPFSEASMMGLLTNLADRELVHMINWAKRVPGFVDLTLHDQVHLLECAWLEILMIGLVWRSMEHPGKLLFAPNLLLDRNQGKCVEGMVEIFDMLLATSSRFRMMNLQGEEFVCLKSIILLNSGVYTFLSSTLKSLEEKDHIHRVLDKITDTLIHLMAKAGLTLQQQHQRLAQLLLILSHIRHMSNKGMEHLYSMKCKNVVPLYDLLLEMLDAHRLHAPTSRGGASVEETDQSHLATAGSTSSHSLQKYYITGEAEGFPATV
ERa coact pot – enhancers of ERα–SRC-1 coactivator binding, primary screen, biochemical, TR-FRET, ERα LBD, low estradiol; 86,000 tested, 1.3% active; coactivator binding (% of control), % at 25.6 µM; TR-FRET ERalpha-LBD/SRC-Cy5 coactivator binding, 2 h; 100 = basal binding, no effect; Estrogen receptor (Homo sapiens), P03372; in the data active = activity above about 200%;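 also: binding measured in presence of low estradiol as agonist stimulus; 0% = peptide alone without receptor and 100% = receptor with peptide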
Smad3 inh – Smad3/FoxH1 peptide binding inhibitors, primary screen, biochemical, TR-FRET | TR-FRET Smad3/Dy647-FoxH1 peptide binding, europium anti-His | inhibition, % at 25 µM | AID 630, 2007 | 88,000 tested, 0.29% active | Mothers against decapentaplegic homolog 3 (Homo sapiens), P84022;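 active = compounds that reduce the energy-transfer binding signal between the protein and its labelled peptide by more than half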;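 also: 0% = Smad3 plus labelled peptide maximal FRET and 100% = peptide-only background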
Target sequence (P84022 whole entry, looked up): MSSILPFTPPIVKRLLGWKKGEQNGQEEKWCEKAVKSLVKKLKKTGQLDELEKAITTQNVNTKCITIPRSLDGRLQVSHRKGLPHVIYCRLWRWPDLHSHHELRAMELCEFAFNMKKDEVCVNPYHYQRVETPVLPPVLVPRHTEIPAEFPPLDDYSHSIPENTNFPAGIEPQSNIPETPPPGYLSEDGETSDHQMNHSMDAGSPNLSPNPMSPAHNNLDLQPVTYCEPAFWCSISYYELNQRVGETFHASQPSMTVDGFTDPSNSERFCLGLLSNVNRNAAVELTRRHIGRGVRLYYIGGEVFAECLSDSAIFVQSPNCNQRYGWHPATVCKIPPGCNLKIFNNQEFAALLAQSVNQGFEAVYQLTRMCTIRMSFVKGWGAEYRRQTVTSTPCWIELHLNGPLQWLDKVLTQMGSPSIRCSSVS
HUVEC inhibit – inhibitors of HUVEC proliferation, primary screen, cell-based, 384-well; CellTiter-Glo luminescence, 72 h; active compounds read low; viability, % at 10 µM (by protocol); 86,000 tested, 1.1% active;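 active = viability at or below 30%; inactive = viability above 30%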;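 also: 100% = median luminescence of DMSO-only cell control wells on each plate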
Mac1 fbg enh – enhancers of CD11b/CD18 adhesion to fibrinogen, primary screen, K562 cells, luminescence. ATPlite luminescence. activation, % at 10 µM. 93,000 tested, 0.07% active;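 active = 10 µM primary screen giving 50% or more activity, confirmed by 40% or more on retest at that dose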; also: strong numbers were not always called active; reference of the scale not given here
* hit, by the source's call; . = no result given; [ ] = remark or other dose. A portion of the library, so the mix of outcomes need not match the whole.

SMILES	H69AR growth 86K	MT1-MMP txn act	ERb coact inh	Fibroblast inh	ERa coact inh	ERa coact pot	Smad3 inh	HUVEC inhibit	Mac1 fbg enh
CCN1CCN(CCCNC(=O)c2csc3c2CCCCC3)CC1	103	1.3	6[fluorescence artefact?]	95	3[fluorescence artefact?]	139	1	84	4
CC1=C(C#N)C(NC(=O)C2CCCCC2)(C(F)(F)F)C(=O)N1 (centres undefined)	92	1	4[fluorescence artefact?]	105	-8	104	6	101	.
CCn1c(=O)cc(SCC(=O)Nc2cc(OC)c(OC)c(OC)c2)c2ccccc21	89	1.1	-7	100	2	112	12	85	-2
CCc1c(C)c(C#N)c2nc3ccccc3n2c1NCc1ccco1	36*	1	3	92	-1	98	7	85	1
O=C(CSc1nnc(-c2cccs2)n1-c1ccccc1)N1CCCc2ccccc21	66	1	-43[fluorescence artefact?]	102	16[fluorescence artefact?]	889*[fluorescence artefact?]	-5	99	5
Cn1c(=O)c2c3c(sc2n2c(SCC(=O)c4ccccc4)nnc12)COC(C)(C)C3	52	1.1	2	74	8	109	8	87	1
Cc1n[nH]c(C)c1S(=O)(=O)N1CCCCCC1	96	1.2	7	111	3	85	-16	99	0
Cc1nn(-c2ccccc2)c2c1C(=O)N(Cc1ccccc1)C(=O)C(C)(C)C2	52	1.2	-4	89	-18	94	0	98	.
Nc1cc(Cl)ccc1N1CCOCC1	106	1.1	24[fluorescence artefact?]	102	-14[fluorescence artefact?]	101	-15	94	9
Cc1cc(C)n(S(=O)(=O)c2cc(C)c(C)cc2C)n1	90	1.1	-5[fluorescence artefact?]	89	-6	113	4	124	6
Cc1ccc(S(=O)(=O)N2CCCC2C(=O)NC2CCCCC2)cc1 (centres undefined)	96	1.1	29	100	-2	98	-7	109	1
CCOC(=O)N1CCN(C(=O)c2cc3cc(Br)ccc3oc2=O)CC1	93	1	2	102	-4	115	13	95	-1
Cc1ccccc1CNc1nc(N)n(-c2ccccc2)n1	93	1.3	-2	104	-6	117	11	105	-1
COC(=O)CCC(=O)Nc1cccc2c(NC(=O)CCC(=O)OC)cccc12	86	1.1	23	104	8	73	6	95	.
O=C1C2C3C=CC(C3)C2C(=O)N1c1cccc(-c2nc3ccccc3o2)c1 (centres undefined)	99	1.2	6	110	4	107[fluorescence artefact?]	9	99	0
CCOC(=O)c1c(NC(=O)COC)sc(C)c1C	86	0.9	-4	97	-7	103	0	93	.
C=CCn1c(SCc2cccc3ccccc23)nnc1-c1cccnc1	89	1.2	-18[fluorescence artefact?]	108	-10	99	-4	123	-2
CS(=O)(=O)N(CC(O)CON=C1c2ccccc2-c2ccccc21)c1ccc(F)cc1 (centres undefined)	77	1	-2	101	10	96[fluorescence artefact?]	1	74	2
O=C(CSc1nnc2ccccn12)NCc1cccs1	89	1.1	-11	99	0	91	4	109	-1
COc1ccc(OC)c(C2=NOC(C(=O)NCc3ccccn3)C2)c1 (centres undefined)	97	1.1	-2[fluorescence artefact?]	98	-6[fluorescence artefact?]	129	2	93	0
CCOc1ccc(N=C(NC#N)SC)cc1	.	1.1	-3	93	-6	108	-8	93	-2
CC12CN3CC(C)(CN(C1)C3c1ccc(Cl)cc1Cl)C2=O (centres undefined)	97	1.1	-7	87	-8	123	-6	98	4
COC(=O)[C@@H](NC(=O)NC(C)CCc1ccccc1)C(C)C (some centres undefined)	91	1.2	-4	96	0	104	5	91	0
CCN(CC(=O)N1CCN(C)CC1)S(=O)(=O)c1ccc(Cl)cc1	101	1.1	5	100	1	114	0	106	0
CCCN=C(N)/C(C(=O)OCC)=C(\O)c1ccc(OC)cc1	81	1	3	115	0	94	-3	100	2
COc1cccc(C(=O)NC2CC3CCCC(C2)N3CC(=O)Nc2ccccc2)c1 (centres undefined)	58	1.2	99*[fluorescence artefact?]	99	97*[fluorescence artefact?]	8[fluorescence artefact?]	81*	111	.
O=c1c2[nH]c3ccccc3c2ncn1CCN1CCOCC1	96	1.3	6[fluorescence artefact?]	103	9[fluorescence artefact?]	127[fluorescence artefact?]	10	100	-5
Cc1cccn2c(=O)c3cc(C(=O)NCc4ccco4)c(=N)n(CCOCCO)c3nc12	74	1.2	8[fluorescence artefact?]	107	-1	102[fluorescence artefact?]	1	87	.
CCc1cccc(NC(=O)CN2C(=O)NC3(CCCCCCC3)C2=O)c1	56	1.3	-1	94	-9	112	-2	75	-2
O=C(O)C1CC(=O)N(c2ccc(OCc3ccccc3Cl)cc2)C1 (centres undefined)	96	0.8	-15	102	-8	109	2	97	-2
Fc1ccc(-c2nnc(CSc3nnc(-c4ccc5c(c4)OCO5)o3)o2)cc1	73	1.2	-18[fluorescence artefact?]	106	-15	94	-3	94	0
CCCc1[nH]nc2c1C(c1ccc(OCCN3CCOCC3)c(OCC)c1)C(C#N)=C(N)O2 (centres undefined)	89	1	0	95	-4	110	3	91	-1
CCn1c(COc2ccccc2)nnc1SCC(=O)C(C)(C)C	95	1.1	-4[fluorescence artefact?]	101	2[fluorescence artefact?]	115[fluorescence artefact?]	59*[fluorescence artefact?]	111	-3
O=C(c1cc2nc(-c3ccc(F)cc3)cc(C(F)(F)F)n2n1)N1CCCC1	87	1	12[fluorescence artefact?]	98	15[fluorescence artefact?]	99	6	92	-2
O=C(CN1C2=NCCN2c2ccccc21)c1ccc2c(c1)OCO2	77	1.2	-7	109	-8	104	3	93	-2
COc1ccc(C)cc1NC(=O)c1ccoc1C	94	1.1	14	104	4	71	7	87	-3
COc1ccc(CCNC(=O)CCSc2nc(-c3ccco3)cc(C(F)(F)F)n2)cc1OC	69	1.2	2	106	4	117	0	91	2
C=CCO/N=C(\C)c1c(O)c(C)c(-c2ccccc2)n(-c2ccccc2)c1=O	97	1.1	5	99	3	106	0	98	.
Cc1ccc(S(=O)(=O)NC2CCC(C(=O)O)CC2)cc1 (centres undefined)	92	1.2	-12	103	-6	110	-5	101	-4
CCOC(=O)c1c(Nc2ccccc2)sc(/C=C2\C=Nc3ccccc32)c1O	48	0.8	3	76	15	92[fluorescence artefact?]	-5	59	4
CCOC(=O)CN(C(=O)CSc1nnc(C)n1-c1ccccc1)c1ccccc1	87	1.2	-5	98	-3	87[fluorescence artefact?]	-6	102	1
Cc1cccc(NCN2C(=O)c3ccncc3C2=O)n1	87	1.1	-5	101	-14	110	-1	107	.
CS(=O)(=O)N1CCC(C(=O)Nc2ccc(F)cc2F)CC1	99	1.1	5	.	-4[fluorescence artefact?]	119[fluorescence artefact?]	-4	107	.
Cc1c(C)n(C(=O)CSc2ncn[nH]2)c2ccccc12	98	1.1	1	92	-5	87	-1	93	-3
COc1cccc(-c2nc3ccccc3s2)c1	76	1.1	3[fluorescence artefact?]	94	8[fluorescence artefact?]	105	-5	82	-6

Given with bars between the fields: part of the list above.
compound | H69AR growth 86K | MT1-MMP txn act | ERb coact inh | Fibroblast inh | ERa coact inh | ERa coact pot | Smad3 inh | HUVEC inhibit | Mac1 fbg enh
O=C(c1cc2nc(-c3ccc(F)cc3)cc(C(F)(F)F)n2n1)N1CCCC1 | 87 | 1 | 12[fluorescence artefact?] | 98 | 15[fluorescence artefact?] | 99 | 6 | 92 | -2
O=C(CN1C2=NCCN2c2ccccc21)c1ccc2c(c1)OCO2 | 77 | 1.2 | -7 | 109 | -8 | 104 | 3 | 93 | -2
COc1ccc(C)cc1NC(=O)c1ccoc1C | 94 | 1.1 | 14 | 104 | 4 | 71 | 7 | 87 | -3
COc1ccc(CCNC(=O)CCSc2nc(-c3ccco3)cc(C(F)(F)F)n2)cc1OC | 69 | 1.2 | 2 | 106 | 4 | 117 | 0 | 91 | 2
C=CCO/N=C(\C)c1c(O)c(C)c(-c2ccccc2)n(-c2ccccc2)c1=O | 97 | 1.1 | 5 | 99 | 3 | 106 | 0 | 98 | .
Cc1ccc(S(=O)(=O)NC2CCC(C(=O)O)CC2)cc1 (centres undefined) | 92 | 1.2 | -12 | 103 | -6 | 110 | -5 | 101 | -4
CCOC(=O)c1c(Nc2ccccc2)sc(/C=C2\C=Nc3ccccc32)c1O | 48 | 0.8 | 3 | 76 | 15 | 92[fluorescence artefact?] | -5 | 59 | 4
CCOC(=O)CN(C(=O)CSc1nnc(C)n1-c1ccccc1)c1ccccc1 | 87 | 1.2 | -5 | 98 | -3 | 87[fluorescence artefact?] | -6 | 102 | 1
Cc1cccc(NCN2C(=O)c3ccncc3C2=O)n1 | 87 | 1.1 | -5 | 101 | -14 | 110 | -1 | 107 | .
CS(=O)(=O)N1CCC(C(=O)Nc2ccc(F)cc2F)CC1 | 99 | 1.1 | 5 | . | -4[fluorescence artefact?] | 119[fluorescence artefact?] | -4 | 107 | .
Cc1c(C)n(C(=O)CSc2ncn[nH]2)c2ccccc12 | 98 | 1.1 | 1 | 92 | -5 | 87 | -1 | 93 | -3
COc1cccc(-c2nc3ccccc3s2)c1 | 76 | 1.1 | 3[fluorescence artefact?] | 94 | 8[fluorescence artefact?] | 105 | -5 | 82 | -6

(further entries)
SMILES	H69AR growth 86K	MT1-MMP txn act	ERb coact inh	Fibroblast inh	ERa coact inh	ERa coact pot	Smad3 inh	HUVEC inhibit	Mac1 fbg enh
Nc1n[nH]c2c1C1(CCCCC1)Cc1ccccc1-2	97	0.9	3	97	2	99	6	105	4
COc1ccc(CNC(=O)C2CCCN2S(=O)(=O)c2ccc(S(=O)(=O)N(C)C)cc2)cc1 (centres undefined)	84	1	-5[fluorescence artefact?]	98	7[fluorescence artefact?]	127[fluorescence artefact?]	3	94	2
CCOC(=O)c1c(C)[nH]c(C)c1C(=O)CSc1nnc(-c2ccco2)n1Cc1ccccc1	77	1.1	2	94	0	123	-3	91	-3
O=C(NCCC1=CCCCC1)C1CCC(CNS(=O)(=O)c2ccccc2)CC1 (centres undefined)	71	1.2	.	102	.	.	.	91	.
COc1ccccc1NC(=O)CCC(=O)O	95	.	-8	94	-14	113	4	97	7
CC1CC(=O)c2cnc(NCc3ccco3)nc2C1 (centres undefined)	89	1.3	1	102	0	117	5	95	0
CS(=O)(=O)N1CCC(C(=O)N2CCc3ccccc3C2)CC1	94	1	-9	108	-7	105	-2	101	-7
COc1ccc(-n2c(COc3cccc(C)c3)nnc2SCC(=O)NCc2ccco2)cc1	96	1.2	-5[fluorescence artefact?]	102	-1	115	11[fluorescence artefact?]	91	-3
CCn1c(SCC(=O)Nc2ccccc2N2CCCCC2)nc2c1c(=O)n(C)c(=O)n2C	51	1.1	-5	99	0	122	17[fluorescence artefact?]	99	-1
COC(=O)C1=C(C)N(c2ccc(C(=O)OC)cc2)C(=O)C1	104	1.1	-9	103	-16[fluorescence artefact?]	104	0	105	-5
